NPR1 activator – GC-A (human) enzyme activation. P16066. HEK293 GC-A cells, cGMP TR-FRET, EC30 ANP; 0% at EC30 ANP, 100% saturating ANP. activation, % at 10 µM. hit rate 0.14% among 370,000. AID 1671463; in the data active = activation above about 40%
HTRA1 inh – blocks human HTRA1 serine peptidase; recombinant HTRA1, FP-rhodamine activity-based probe, fluorescence polarization; Q92743; inhibition, % at 5.96 µM; hit rate 0.5% among 340,000; in the data active = inhibition above about 36%;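 also: 0% = enzyme with DMSO and 100% = wells lacking enzyme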
Target sequence (Q92743 whole entry, looked up): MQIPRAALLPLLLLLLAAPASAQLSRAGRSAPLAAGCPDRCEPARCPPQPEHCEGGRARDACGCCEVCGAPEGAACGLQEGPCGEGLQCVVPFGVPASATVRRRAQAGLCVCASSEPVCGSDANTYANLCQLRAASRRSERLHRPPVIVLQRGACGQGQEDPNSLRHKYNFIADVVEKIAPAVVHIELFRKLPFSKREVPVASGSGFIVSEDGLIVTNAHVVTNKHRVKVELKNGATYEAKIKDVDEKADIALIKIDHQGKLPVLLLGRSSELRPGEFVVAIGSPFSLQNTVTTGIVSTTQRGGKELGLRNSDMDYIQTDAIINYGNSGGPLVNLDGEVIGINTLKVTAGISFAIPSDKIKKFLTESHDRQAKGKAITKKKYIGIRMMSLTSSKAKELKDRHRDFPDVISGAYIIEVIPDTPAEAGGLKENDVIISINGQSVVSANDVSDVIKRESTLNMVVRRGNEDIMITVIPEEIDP
NPR2 activator – GC-B (human) receptor activation. hit rate 0.11% among 370,000. P20594. activation, % at 10 µM. AID 1920062. HEK293-GC-B cells, CNP EC30, cGMP TR-FRET; 0% at EC30 CNP, 100% saturating CNP;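 active = activation at 10 µM reaching about 35% in either raw or pattern-adjusted values, limit read from the data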
PG9 binder – binds the HIV-1 gp120 antibody PG9 | TR-FRET gp120-PG9 antibody binding | inhibition, % at 6.7 µM | hit rate 0.43% among 360,000 | AID 624416; in the data active = inhibition above about 8.5%
rCAG RNA binder – binds r(CAG) RNA repeats. r(CAG) RNA repeat, TO-PRO-1 dye displacement fluorescence. inhibition, % at 3 µM. hit rate 1.3% among 370,000;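 active = inhibition above the plate cutoff, the mean of all test compounds on that plate plus 3 SD, cut at about 35% in these data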;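 also: 0% = DMSO alone and 100% = 100 µM mitoxantrone as full dye displacement; higher means more dye released from RNA so lower well fluorescence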
ASAP1 inh – ASAP1 ArfGAP inhibition; Q9ULH1; AID 624377; inhibition, % at 16.5 µM; ASAP1-stimulated ARF1 GTP hydrolysis, GDP FP detection; hit rate 0.19% among 360,000; in the data active = inhibition above about 25%;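 also: 0% = vehicle with enzyme and substrate and 100% = no enzyme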
SMARCA2 activ – increases SMARCA2 function in MMTV reporter cells. MG213 cells, MMTV-luciferase reporter, dexamethasone, overnight. activation, % at 9.1 µM. hit rate 1% among 370,000; in the data active = activation above about 7.8%;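 also: 0% = vehicle wells and 100% = reference activator wells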
Rev-erbA mod – modulates human Rev-erb alpha binding to DNA; P20393; Rev-erbα–FITC-DNA binding, fluorescence polarization, 90 min; activity, % at 10 µM; hit rate 0.79% among 370,000; AID 1259318;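 active = activity above about 14%, limit read from the data; passing the limit was not always enough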;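 also: 0% = DMSO wells with 35 nM protein and 100% = DMSO wells with 750 nM protein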
ABHD4 inh – ABHD4 (mouse) inhibition, primary FP screen; Q8VD66; purified mABHD4, FP-Rh probe fluorescence polarization; inhibition, % at 8.92 µM; hit rate 0.54% among 370,000;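 active = inhibition exceeding the mean over every tested compound plus 3 SD, cut at about 30% in these data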;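 also: 0% = plate median of compound wells and 100% = S159A mutant with DMSO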
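Assay system: wild-type mouse ABHD4 protein; compound: single nominal dose of 8.92 µM, 0.89% DMSO final; schedule: 45 min + 60 min at 25 °C; measured by: FP readout, ex 525 nm / em 598 nm; evaluation: % inhibition of FP-Rh probe binding versus controls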
ARFGAP1 inh – inhibitors of rat ARFGAP1. Q62848. Arfgap1-stimulated ARF1 GTP hydrolysis, GDP FP detection. inhibition, % at 16.5 µM. hit rate 0.26% among 360,000. AID 651572;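 active = inhibition above a per-plate limit, mean inhibition of low control wells plus 3 SD, cut at about 25% in these data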;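 also: 0% = DMSO wells with enzyme and 100% = wells lacking Arfgap1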
Target sequence (Q62848 1-136 limits assumed): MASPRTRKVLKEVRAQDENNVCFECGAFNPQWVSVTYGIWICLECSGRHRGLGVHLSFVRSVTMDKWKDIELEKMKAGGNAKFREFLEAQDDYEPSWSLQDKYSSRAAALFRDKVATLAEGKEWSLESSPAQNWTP
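Repeats: one replicate per compound; assay system: rat Arfgap1 catalytic domain, aa 1-136; times: enzyme reaction 120 min at 25 °C after 20 min preincubation; detection: FP of antibody-bound GDP Alexa 633 tracer, ex 620/em 688 nm; benchmarks: high control wells lacking Arfgap1, low control full reaction with DMSO; reagent: human ARF1(Δ1-17)-GTP substrate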
The depositor's hits bear a star; / = not tested or not shown.

SMILES	NPR1 activator	HTRA1 inh	NPR2 activator	PG9 binder	rCAG RNA binder	ASAP1 inh	SMARCA2 activ	Rev-erbA mod	ABHD4 inh	ARFGAP1 inh
NC(=O)[C@@H]1[C@@H]2C(=O)N(c3ccc(F)cc3)C(=O)[C@@H]2[C@H]2C=Cc3ccccc3N21	1	/	-4	-0.9	10	-7	-2	4	5	11
CCS(=O)(=O)c1ccc(-c2csc(-c3ccccc3)n2)c(Cl)c1Cl	5	5	2	0.4	1	19	2	2	2	6
C/C(=N/NC(=O)c1ccc2c(c1)OCO2)c1cccc([N+](=O)[O-])c1	-1	-5	-1	0.8	0	-7	3	-4	3	-15
CCc1cc(=O)oc2c3c(cc(OCC(=O)Nc4cccnc4)c12)OC(C)(C)CC3	-16	-33	-33	-1.0	3	-5	5	7	-4	8
CCCc1nnc(SCC(=O)N2CCCCC2C)n1CCOC (configuration not stated)	/	-1	/	-1.0	-2	1	-4	/	-2	-2
O=C(c1ccc(F)cc1)C1CCN(c2ncnc3sccc23)CC1	-3	/	-12	/	/	/	/	5	-1	/
CC(=O)C1=C(NC(=O)c2ccccc2F)C[C@@H]2[C@H]1C2(C)C	-7	-6	-14	-3.5	-5	-11	0	0	18	-4
O=S(=O)(NCc1ccccc1)[C@@H]1CC2C=CC1C2 (some centres not stated)	0	1	0	0.6	0	-5	0	-3	5	2
COc1ccccc1NC(=O)N1CCC(c2nc3cc(C)c(C)cc3[nH]2)CC1	-7	-4	6	1.5	-3	-8	1	-1	3	11
Cc1cc(O)cc(=O)n1-c1cc(F)c(F)c(F)c1	-1	/	2	-1.7	1	-9	-3	0	5	-13
CCOC(=O)c1c(C)n(C)c2ccc(OC)c(NC(=O)CN3CCN(Cc4ccccc4)CC3)c12	-2	-1	1	1.6	-8	2	-2	-2	1	2
Cc1ccc2nc(C3CCCCC3)c(Cc3cccc(F)c3)n2c1	-1	/	-2	-1.2	2	-12	-1	-6	5	7
NS(=O)(=O)c1ccc(NC(=S)N2CCC(O)CC2)cc1	2	-2	0	-0.3	1	7	-2	-3	1	-3
O=C(CN1C(=O)c2cccc3cccc1c23)Nc1cccnc1	-3	7	-2	-5.0	3	2	-1	-1	3	-4
Cc1nnc(SCC(=O)N/N=C/c2cn(-c3ccccc3)nc2-c2ccc(F)cc2)n1-c1ccccc1	1	-3	-2	-0.7	-1	9	1	-2	1	5
O=C(/C=C/c1c(Cl)nc2ccccn12)N1CCCCC1	0	-1	-2	-1.5	-3	-6	2	11	1	0
COc1ccc2c(c1OC)C(=O)OC2Nc1ncccc1C (configuration not stated)	4	2	3	-1.3	-1	-13	-1	0	4	-7
CC(OC(=O)c1ccccc1NCCO)C(=O)NCC(=O)Nc1ccc(F)c(F)c1F (configuration not stated)	-1	0	-1	1.2	1	-7	1	-2	-3	3
CCOc1ccc(CCNC(=O)CSc2n[nH]c(N)n2)cc1OCC	4	0	3	-0.2	-2	-1	0	-8	0	-6
CCOC(=O)c1sc2nc(CSc3ccccc3)[nH]c(=O)c2c1C	1	-1	3	-2.6	1	-5	10.0*	-3	4	5

A draw from above in order of molar mass, largest number first.
SMILES	NPR1 activator	HTRA1 inh	NPR2 activator	PG9 binder	rCAG RNA binder	ASAP1 inh	SMARCA2 activ	Rev-erbA mod	ABHD4 inh	ARFGAP1 inh
Cc1nnc(SCC(=O)N/N=C/c2cn(-c3ccccc3)nc2-c2ccc(F)cc2)n1-c1ccccc1	1	-3	-2	-0.7	-1	9	1	-2	1	5
CCOC(=O)c1c(C)n(C)c2ccc(OC)c(NC(=O)CN3CCN(Cc4ccccc4)CC3)c12	-2	-1	1	1.6	-8	2	-2	-2	1	2
CC(OC(=O)c1ccccc1NCCO)C(=O)NCC(=O)Nc1ccc(F)c(F)c1F (configuration not stated)	-1	0	-1	1.2	1	-7	1	-2	-3	3
CCc1cc(=O)oc2c3c(cc(OCC(=O)Nc4cccnc4)c12)OC(C)(C)CC3	-16	-33	-33	-1.0	3	-5	5	7	-4	8
CCS(=O)(=O)c1ccc(-c2csc(-c3ccccc3)n2)c(Cl)c1Cl	5	5	2	0.4	1	19	2	2	2	6
CCOc1ccc(CCNC(=O)CSc2n[nH]c(N)n2)cc1OCC	4	0	3	-0.2	-2	-1	0	-8	0	-6
CCOC(=O)c1sc2nc(CSc3ccccc3)[nH]c(=O)c2c1C	1	-1	3	-2.6	1	-5	10.0*	-3	4	5
C/C(=N/NC(=O)c1ccc2c(c1)OCO2)c1cccc([N+](=O)[O-])c1	-1	-5	-1	0.8	0	-7	3	-4	3	-15
O=C(CN1C(=O)c2cccc3cccc1c23)Nc1cccnc1	-3	7	-2	-5.0	3	2	-1	-1	3	-4
CC(=O)C1=C(NC(=O)c2ccccc2F)C[C@@H]2[C@H]1C2(C)C	-7	-6	-14	-3.5	-5	-11	0	0	18	-4
Cc1cc(O)cc(=O)n1-c1cc(F)c(F)c(F)c1	-1	/	2	-1.7	1	-9	-3	0	5	-13

Next structures.
SMILES	NPR1 activator	HTRA1 inh	NPR2 activator	PG9 binder	rCAG RNA binder	ASAP1 inh	SMARCA2 activ	Rev-erbA mod	ABHD4 inh	ARFGAP1 inh
Cc1nc2c(c3c1[nH]c1ccccc13)C(O)CC(C)(C)C2 (configuration not stated)	0	1	-3	0.9	-4	5	-2	4	2	1
NC1(C(=O)O)CC1	0	6	4	-0.1	0	-11	-4	1	-7	7
[N-]=[N+]=NC1CC(CO)OC1n1ccc(=O)[nH]c1=O (configuration not stated)	-3	6	4	1.5	3	-7	-2	-6	-4	4
Cc1ccc(F)cc1NC(=O)c1cccc(N(C)C)c1	3	3	0	-2.6	0	-9	5	-2	-2	3
CCc1ccc(NC(=O)N(CCN(C)C)C(C)c2cccnc2)cc1 (configuration not stated)	19	7	5	-1.5	-1	2	-1	6	-3	-2
CCCCSc1nnc(C)c(=O)[nH]1	-1	3	-3	-0.3	-1	0	2	0	-1	-7
COc1ccc(NC(=O)CN(Cc2ccccc2)S(C)(=O)=O)c(OC)c1	-14	4	-3	0.0	-1	3	-2	6	-12	1
COc1ccc(CNCCc2ccc([N+](=O)[O-])cc2)c(OC)c1OC	-5	5	-7	-2.3	0	15	1	4	8	4
CN(CC(=O)NCc1ccccc1)CC(=O)Nc1ccc(Cl)c(C(F)(F)F)c1	-2	-6	-4	0.8	0	0	-2	-2	-5	7
COCCn1c(-c2ccc(F)cc2)nc2cccnc21	2	3	-1	1.2	1	-9	-2	4	1	-7
S=C(NCC1CCCO1)Nc1cc(Cl)c(Cl)cc1Cl (configuration not stated)	-4	-5	3	-0.4	0	10	4	0	-9	11
CCC(=O)Nc1cccc(NC(=O)c2cccc([N+](=O)[O-])c2)c1	-1	-3	-2	/	/	/	/	-3	/	/
CCCCOC(=O)C1C2C=C[C@]3(CN(C(C)c4ccc(OC)cc4)C(=O)[C@H]13)O2 (some centres not stated)	3	2	-3	0.4	1	-3	-1	0	2	1
O=C1CC(c2ccccc2)Cc2nc(N3CCc4ccccc43)ncc21 (configuration not stated)	-3	-3	-6	-1.8	5	0	6	30*	-2	4
CC(=O)c1cccc(NC(=O)C2Cc3c(-c4ccc5c(c4)OCO5)ccnc3O2)c1 (configuration not stated)	25	/	30	-1.2	2	-1	-5	6	-5	7
CN1C(=O)/C(=C/c2ccc(C(=O)Nc3ccc(O)cc3C(=O)O)cc2)SC1=S	3	2	-2	-0.9	55*	-18	1	-6	15	-5
Cc1cccc(CS(=O)(=O)Cc2ccc(C(=O)NCc3cccs3)o2)c1	-3	-3	0	-2.2	2	-4	-5	-3	-13	7
OCC1OC(n2cnc3c(NCCc4ccccc4)ncnc32)C(O)C1O (configuration not stated)	0	7	-2	-0.2	0	-4	11*	2	-5	-7
CNc1c([N+](=O)[O-])cnn1-c1ccccc1F	-1	/	5	-1.0	3	3	7	7	1	7
Cc1ccc(S(=O)(=O)N(C)C)cc1NC(=O)COC(=O)CCC(=O)c1cccs1	-3	7	-3	-0.2	5	-9	-2	6	4	0
Clc1ccc(OCc2nnc(SCc3nnc(-c4ccccc4)o3)o2)c(Cl)c1	14	-51	-4	-1.0	5	8	-1	-1	-13	-5
Cc1ccc(C(=O)N/C(=C/c2cccnc2)C(=O)NCc2ccco2)cc1	-1	12	5	0.9	2	2	-1	2	4	6

Compound activity deposited in PubChem BioAssay by several laboratories.
